miR-122 sensor: blocks miR-122 activity in Huh7 sensor cells. AID 602342. Huh7 miR-122 Renilla luciferase sensor, 48 h; neutral wells = 0, positive control = 100. activation (reporter increase), % at 12.5 µM. 0.3% of 340,000 active;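 active = mean replicate activation score at least 90 and every replicate individually at or above 90; inconclusive = only one of the two criteria met; inactive = neither criterion met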;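 note: higher luciferase means less miR-122 activity so hits act as miR-122 inhibitors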
SIRT5 inh: sirtuin-5 (human) deacylase inhibition | Purified SirT5, succinyl-peptide AMC, trypsin-coupled fluorescence | inhibition, % at 15 µM | 1.1% of 330,000 active; in the data active = inhibition above about 15%; inconclusive = no clear call, values can overlap the other calls
Target sequence (Q9NXA8 whole entry, looked up): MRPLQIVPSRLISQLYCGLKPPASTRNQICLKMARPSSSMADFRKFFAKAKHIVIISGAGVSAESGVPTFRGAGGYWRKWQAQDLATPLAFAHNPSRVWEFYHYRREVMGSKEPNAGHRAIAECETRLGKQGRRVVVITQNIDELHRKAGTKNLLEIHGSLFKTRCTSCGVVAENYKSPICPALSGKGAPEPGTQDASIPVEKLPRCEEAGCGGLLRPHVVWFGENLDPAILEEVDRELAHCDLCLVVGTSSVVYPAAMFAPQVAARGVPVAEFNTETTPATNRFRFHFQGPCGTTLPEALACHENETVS
ERAP1 HTS inh: ERAP1 (human) enzyme inhibition. AID 652197. recombinant ERAP1, Leu-AMC fluorescence, 60 min. 0.15% of 340,000 active. Q9NZ08. inhibition, % at 10.7 µM;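 active = mean replicate inhibition of at least 30%, or all replicates individually reaching that 30% level; inactive = mean below 30% and not every replicate reaching it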;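 note: 0% = neutral control wells and 100% = L-leucinethiol positive control wells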
DENV2 CPE rescue: protects cells from dengue virus 2 cytopathic effect; DENV2-infected cells, cytopathic effect rescue, plate reader; 1.7% of 350,000 active; CPE inhibition, % at 9.99 µM; in the data active = CPE inhibition above about 20%, passing the limit was not always enough; inconclusive = no clear call, values can overlap the other calls; tested in BHK-21 cells;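 note: 0% = median of neutral control wells and 100% = median of positive control wells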
CASP6 VEID inh: inhibitors of human caspase-6; P55212; purified caspase-6, Z-VEID-R110 cleavage fluorescence; inhibition, % at 12.5 µM; 0.53% of 350,000 active; AID 686996;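 active = mean inhibition across replicates at least about 35%, with every replicate also reaching that limit, limit read from the data; inconclusive = only one of the two criteria met; inactive = neither criterion met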;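 note: 0% = median of neutral control wells and 100% = no fluorescence left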
Target sequence (P55212 24-179 limits assumed): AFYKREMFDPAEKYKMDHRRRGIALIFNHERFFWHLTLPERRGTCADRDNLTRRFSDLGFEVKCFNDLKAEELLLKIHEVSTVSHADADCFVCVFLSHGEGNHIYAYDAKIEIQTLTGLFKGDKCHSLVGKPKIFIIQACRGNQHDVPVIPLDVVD
Target sequence (P55212 194-293 limits assumed): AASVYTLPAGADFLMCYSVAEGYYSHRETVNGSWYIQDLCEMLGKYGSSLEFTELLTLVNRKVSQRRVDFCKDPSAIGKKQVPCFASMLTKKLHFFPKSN
ERp5 block: ERp5 (human) disulfide isomerase inhibition; ERp5 insulin aggregation, absorbance 650 nm, 90 min; Q15084; 0.05% of 350,000 active; inhibition, % at 9.99 µM;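 active = mean replicate inhibition above about 25%, with every replicate also reaching it, limit read from the data, passing the limit was not always enough; inconclusive = only one of those two criteria met; inactive = neither criterion met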
Target sequence (Q15084 whole entry, looked up): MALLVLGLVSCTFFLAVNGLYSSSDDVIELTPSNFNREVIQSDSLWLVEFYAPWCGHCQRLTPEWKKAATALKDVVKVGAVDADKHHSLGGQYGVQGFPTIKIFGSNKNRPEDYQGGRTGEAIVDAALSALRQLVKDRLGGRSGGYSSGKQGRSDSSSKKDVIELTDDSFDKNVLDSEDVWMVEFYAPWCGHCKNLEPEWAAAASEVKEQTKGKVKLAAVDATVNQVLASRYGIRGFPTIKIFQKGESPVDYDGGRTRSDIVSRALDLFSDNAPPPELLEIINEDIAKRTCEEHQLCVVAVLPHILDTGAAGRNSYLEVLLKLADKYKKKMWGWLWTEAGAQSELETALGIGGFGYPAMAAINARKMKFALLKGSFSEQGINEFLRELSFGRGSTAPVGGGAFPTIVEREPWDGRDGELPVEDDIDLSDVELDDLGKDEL
F508del corr: correctors of CFTR F508del function in bronchial epithelial cells | 0.36% of 350,000 active | CFBE cells, YFP halide quenching; stimulated with forskolin plus potentiator P3; % fluorescence drop versus neutral controls | activity (quench increase), % at 7.58 µM;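 active = mean added fluorescence quench of at least 8% versus neutral control, with both replicates also reaching 8%; inconclusive = only one of the mean or replicate conditions met; inactive = mean below 8% and not both replicates reaching 8%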;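 note: cells transiently co-express mutant CFTR-F508del with the halide-sensitive YFP; corrector assay measuring rescue of mutant channel to the surface after 24 h compound exposure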
The depositor's hits bear a star; ? = inconclusive; . = no result given; & = joins results of further samples; [ ] = another dose, or the depositor's remark.

Second line of a record: miR-122 sensor | SIRT5 inh | ERAP1 HTS inh | DENV2 CPE rescue | CASP6 VEID inh | ERp5 block | F508del corr
1. C[C@@H](O)C#Cc1ccc([C@H]2[C@@H](CO)N3CCCCN(C(=O)c4ccc(F)cc4)C[C@@H]23)cc1
    -11[16.7 µM] | -3 | 1 | -1 | -1 | -2 | -0.7
2. O=C(NNc1cc(Cl)ccc1Cl)c1cccs1
    -3 | . | 0 | -4 | 2 | 0 | -0.6
3. CC(=O)N/C(=C\c1ccc(C)cc1)C(=O)O
    . | -7 | -3 | ? | 0 | 4 | 0.0
4. CCOc1ccc(C(=O)OCC(=O)Nc2cccc(S(=O)(=O)N3CCCC3)c2)cc1
    4 | 0 | 1 | -6 | -4 | -1 | -0.9
5. CC(C)(C)OC(=O)C[C@@H]1C/C=C\C[C@@H](CC(=O)N(CCO)Cc2ccccc2)C(=O)N[C@H](Cc2ccccc2)COC1=O
    4 | -2 | -1 | ? | -1 | 1 | -3.2
6. CO[C@@H]1CN(C)C(=O)c2cc(NS(C)(=O)=O)ccc2OC[C@@H](C)N(C(=O)C2CCCC2)C[C@H]1C
    0[16.7 µM] | -3 | -1 | 3 | -1 | -2 | 1.4
7. C[C@@H]1CCCCO[C@@H](CN(C)CC2CC2)[C@H](C)CN([C@H](C)CO)C(=O)c2cc(NC(=O)C3CCCCC3)ccc2O1
    1[16.7 µM] | 4 | 1 | 5 | 0 | 4 | 0.7
8. Cc1ccc(S(=O)(=O)N(C)C[C@@H]2OCCCC[C@H](C)Oc3ccc(NC(=O)NC(C)C)cc3C(=O)N([C@H](C)CO)C[C@H]2C)cc1
    5[16.7 µM] | 2 | 1 | -5 | 3 | -1 | -2.6
9. CCOCc1nnc(NC(=O)c2cc(C(=O)OC)cc([N+](=O)[O-])c2)s1
    0 | 0 | -4 | -3 | 2 | -2 | -0.9
10. Cc1ccccc1-c1ccc2c(c1)O[C@@H](CN(C)C(=O)Nc1ccc(F)cc1)[C@@H](C)CN([C@@H](C)CO)S2(=O)=O
    -38[16.7 µM] | 19* | -2 | 0 | -1 | 4 | 0.7
11. CN(C)CC(=O)N[C@@H]1CC[C@@H](CCNS(=O)(=O)c2ccccc2)O[C@@H]1CO
    . | -2 | 2&-4 | -4&5 | 0&-27 | -5&0 | 2.7&-0.9
12. CCCN1C2CCCC1CC(NC(=O)c1cccc([N+](=O)[O-])c1)C2 (stereo not given)
    -9 | -1 | -2 | 0 | -1 | 2 | -0.9
13. CC(=O)c1ccc(NC(=S)NC(=O)/C=C/c2ccco2)cc1
    4 | -3 | -2 | 3 | 26 | 4 | -0.2
14. C[C@@H]1CN([C@H](C)CO)S(=O)(=O)c2ccc(C3=CCCC3)cc2O[C@@H]1CN(C)Cc1cccnc1
    2[16.7 µM] | 3 | 2 | -2 | -3 | -2 | 0.1
15. Cc1noc(C)c1S(=O)(=O)Nc1ccc2c(c1)C(=O)N([C@@H](C)CO)C[C@@H](C)[C@H](CN(C)Cc1ccc(C(=O)O)cc1)OCCCC[C@@H](C)O2
    11[16.7 µM] | -1 | -6 | 9 | 0 | 1 | -1.0
16. O=C(OC1CCCCC1=O)c1cccc(S(=O)(=O)N2CCOCC2)c1 (stereo not given)
    9 | -3 | 1 | ? | 6 | 5 | -3.4
17. COc1ccc(S(=O)(=O)N2CCN(C(=O)c3cc4c(s3)CCCC4)CC2)cc1
    -4 | 1 | 3 | -3 | 5 | 5 | -3.2
18. C[C@@H]1CN([C@H](C)CO)C(=O)c2cc(C#CCc3ccccc3)cnc2O[C@@H]1CN(C)Cc1cccnc1
    10[16.7 µM] | 0 | -2 | -8 | 0 | -3 | -1.9
19. CN(C)CC#Cc1ccc([C@H]2[C@H]3CN(CC4CC4)CCCCN3[C@H]2CO)cc1
    -5[16.7 µM] | -5 | 3 | 3 | 0 | 11 | 2.1
20. CCCN1C[C@@H](C)[C@@H](OC)CN(C)C(=O)c2ccc(NC(=O)CC(F)(F)F)cc2OC[C@@H]1C
    5[16.7 µM] | . | -2 | 3 | 2 | -4 | -2.2
21. COc1cc2[nH]c(=O)c(C(=O)NCc3ccc(C)cc3)c(O)c2cc1OC
    -11 | . | -1 | 5 | 6 | 2 | 2.9
22. CC1=[N+](C)N(c2ccccc2)C(=O)C1N=Cc1ccccc1Cl (stereo not given)
    . | 0 | 6 | -4 | -1 | 1 | .
23. N#CC(C#N)=Cc1cnc(N2CCN(c3ccccc3)CC2)s1
    -3 | -2 | -3 | -1 | 0 | -3 | -1.1
24. CCCNC(=O)N(C)C[C@H]1Oc2cc(C3=CCCC3)ccc2S(=O)(=O)N([C@@H](C)CO)C[C@@H]1C
    . | -3 | -1 | 2 | . | -5 | 1.6
25. O=C(Nc1ccccc1)[C@H]1[C@H](CO)[C@H]2Cn3c(cccc3=O)[C@@H]1N2C(=O)c1ccccc1
    2[16.7 µM] | 2 | 0 | -9 | 0 | 5 | -1.8
26. C/[N+]([O-])=C\c1cccc(OCCN2CCN(c3ncc(C(F)(F)F)cc3Cl)CC2)c1
    . | -7 | -5 | ? | . | 4 | 2.2
27. O=C(C1CCCCC1)N1CC2(C1)[C@@H](c1ccccc1)[C@@H](CO)N2Cc1ccc(Cl)cc1
    . | 3 | 8 | -2 | -1 | 1 | 2.4
28. CNC(=O)C1CC(=O)N(c2ccc(OCC(=O)Nc3ccccc3)cc2)C1 (stereo not given)
    -5 | 3 | -64 | 0 | 8 | 1 | 10*
29. Cc1ccc(N/C(N)=N/c2nc(CSc3nnc(N)s3)cc(=O)[nH]2)cc1
    -4 | -2 | -2 | -2 | -4 | 3 | -0.2
30. Cc1cc(C)c(NC(=O)COC(=O)Cc2cccs2)c(C)c1
    -4 | -6 | 2 | -4 | 6 | 13 | 1.0
31. C/C=C/c1ccc([C@H]2[C@@H](CO)N(C(C)=O)[C@H]2CN(C(=O)COC)C(C)C)cc1
    . | -3 | -2 | -1 | 0 | 5 | 2.4
32. OC1(c2ccccc2)CCN(Cc2ccccc2)CC1
    -6 | -4 | 0 | 0 | -1 | 0 | 0.1
33. COCCNC(=O)C[C@@H]1C[C@H]2c3cc(NS(C)(=O)=O)ccc3O[C@H]2[C@H](CO)O1
    10[16.7 µM] | 0 | 1 | -3 | -5 | 2 | 0.1
34. O=C(NCc1ccccc1)C(c1ccc(F)cc1)N1CCN(CCN2CCOCC2)CC1 (stereo not given)
    . | -2 | -5 | -4 | -3 | 1 | -3.4
35. C[C@H](CO)N1C[C@H](C)[C@@H](CN(C)S(=O)(=O)c2cn(C)cn2)Oc2c(NC(=O)Nc3ccccc3)cccc2C1=O
    34[16.7 µM] | 5 | -7 | -9 | 0 | 0 | -0.7
36. O=C1CCCC(O)=C1Sc1ccccc1C(=O)O
    12 | 3 | 15 | 8 | 30 | 6 | 0.7
37. CCCN1[C@@H]2c3ccc(/C=C/c4ccccc4)c(=O)n3C[C@@H]2[C@@H](CO)[C@@H]1C(=O)N1CCOCC1
    11[16.7 µM] | -14 | 6 | 7 | 0 | 1 | 4.3
38. CN(CC(=O)Nc1cc(Cl)cc(Cl)c1)Cc1cccs1
    . | -1 | 1 | 10 | 0 | 4 | 0.0
39. O=C(NNC(=S)NCc1ccccc1)c1ccc(Br)cc1
    1 | -9 | -6 | -1 | 0 | -3 | -3.4
40. COc1ccc(C(=O)C2CCCN(C(=O)c3ccc(F)cc3)C2)cc1OC (stereo not given)
    -2 | 1 | 1 | -7 | 4 | -1 | 1.8
41. COCC(=O)Nc1ccc2c(c1)C(=O)N(C)[C@@H]1CC[C@@H](CC(=O)NCC3CC3)O[C@@H]1CO2
    3[16.7 µM] | 1 | 1 | 9 | 0 | 12 | -1.4
42. Cc1cc(C(=O)c2ccccc2)cc(C)c1O
    . | . | 1 | -1 | 2 | 1 | 11*
43. COc1cccc(C(O)c2nc(-c3ccc(OC)nc3)cs2)c1 (stereo not given)
    3 | -7 | 1 | 3 | 1 | 6 | -1.8
44. c1ccc2c(c1)oc1c(-c3ccc4nccn4c3)cccc12
    15 | . | 0 | -1 | -1 | 2 | 5.5
45. CN(C(=O)c1coc(=O)c2ccccc12)c1ccc(Br)cc1
    . | . | 4 | 6 | -1 | 1 | -4.5
46. CCCC[C@@H]1CCCO[C@@](C(=O)NCc2ccc(C)o2)(C(F)(F)F)C1
    -8 | 0 | -2 | 14 | -2 | 7 | -3.2
47. CC[C@H](C)[C@H]1CNC(=O)C(=O)N1CC1CCN(CCc2ccccc2)CC1
    -4 | 0 | . | -6 | -2 | -4 | -2.5
48. CC=Cc1ccc2n(c1=O)C[C@@H]1[C@@H](CO)[C@H](C(=O)NCCC)[C@H]2N1CC1CC1 (mixture of isomers)
    -6[16.7 µM] | 4 | -1 | -2 | 2 | -7 | -1.0
49. O=C(COc1ccc(Br)cc1)OCC(=O)N1CCOCC1
    0 | 3 | -3 | -5 | 2 | 4 | -3.7
50. O=[N+]([O-])c1ccc(Cl)c(C[n+]2cccc3ccccc32)c1
    -6 | 2 | 4 | 8 | -3 | 3 | -1.2

Records listed above shown as hits in SIRT5 inh.
Second line of a record: miR-122 sensor | SIRT5 inh | ERAP1 HTS inh | DENV2 CPE rescue | CASP6 VEID inh | ERp5 block | F508del corr
10. Cc1ccccc1-c1ccc2c(c1)O[C@@H](CN(C)C(=O)Nc1ccc(F)cc1)[C@@H](C)CN([C@@H](C)CO)S2(=O)=O
    -38[16.7 µM] | 19* | -2 | 0 | -1 | 4 | 0.7

(listing goes on)
Second line of a record: miR-122 sensor | SIRT5 inh | ERAP1 HTS inh | DENV2 CPE rescue | CASP6 VEID inh | ERp5 block | F508del corr
51. CSCC[C@H](NC(=O)[C@@H]1Cc2ccccc2CN1)C(=O)NC1CCCC1
    -3 | 0 | -5 | 0 | -2 | 2 | 1.1
52. CC(C)(O)C#Cc1ccc(CN2CCN(C3CCCC3)C(CCO)C2)cc1 (stereo not given)
    . | -1 | 1 | -3 | 1 | 0 | -0.2
53. O=S1(=O)CC/C(=N\Nc2ccccc2)c2ccsc21
    . | 0 | 0 | -5 | 0 | 1 | -3.2
54. CC(=O)Nc1cccc(Oc2nc(NC(C)C)nc3cc(-c4ccccc4)sc23)c1
    . | 1 | 3 | 1 | -1 | -1 | 4.5
55. O=C(CC12CC3CC(CC(C3)C1)C2)NC(=S)Nc1ccc(CN2CCOCC2)cc1
    . | . | . | 16 | 0 | 3 | 0.0
56. C[C@]12c3[nH]c4ccccc4c3CCN1C(=O)C(CC(=O)NCc1cccc(C(F)(F)F)c1)C[C@@H]2C(=O)N1CCCCC1 (stereo not given in full)
    -12 | 8 | 0 | ? | 0 | 6 | 1.9
57. Cc1noc(C)c1NC(=O)Nc1ccc2c(c1)C(=O)N([C@H](C)CO)C[C@@H](C)[C@H](CN(C)S(=O)(=O)c1ccc(F)cc1)O2
    -1[16.7 µM] | 4 | 3 | 86* | 2 | -4 | 1.6
58. Cc1ccc(SCc2c(C(=O)N/N=C/c3ccc(C)o3)nnn2-c2nonc2N)cc1
    10 | -4 | 5 | -2 | 4 | 6 | -1.8
59. O=C(Cc1ccncc1)NCC[C@H]1CC[C@@H](NC(=O)Nc2cccc(F)c2)[C@@H](CO)O1
    . | 0 | 1 | -1 | -4 | 1 | -0.4
60. CCOC(=O)C1(Cc2ccc(OC)cc2)CCN(C(=O)CC2CCC(=O)N2)CC1 (stereo not given)
    . | -3 | -1 | 3 | 2 | -2 | -0.6
61. CCN1CCN(CCCNC(=O)CCCn2nc(C)c3sc4ccccc4c3c2=O)CC1
    2 | -5 | -3 | 0 | -60 | 3 | -0.8
62. CC(C)(C)NC(=O)c1ccc(COCC(F)(F)F)o1
    6 | -1 | -3 | 6 | 1 | 3 | 0.3
63. CN1C(=O)c2cc(NC(=O)Nc3cccc(Cl)c3)ccc2OC[C@@H]2O[C@@H](CC(=O)O)CC[C@H]21
    -3[16.7 µM] | 3 | 2 | ? | 1 | -1 | -0.2
64. O=C(C[C@@H]1CC[C@H]2[C@@H](COC[C@@H](O)CN2C(=O)c2ccccc2)O1)NCCCN1CCOCC1
    4[16.7 µM] | -2 | 1 | -6 | 1 | 0 | 1.0
65. CCOP(=O)(OCC)C(NC(=O)c1cccs1)c1ccccc1 (stereo not given)
    -4 | . | 4 | -4 | 3 | 2 | 0.9
